Screens as filed in PubChem BioAssay.
HSF-1 act – increases HSF-1 driven luciferase reporter signal | NIH3T3-HGL HSF-1 luciferase reporter, MG132, 8 h; 100% = twice DMSO control signal | activation, % at 9 µM | 300,000 compounds, 1.7% hits;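 active means mean replicate activation of at least 50% with a set share of replicates each reaching 50%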;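 further: 0% = median of the neutral control wells and 100% = twice that signal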
IEC-6 tox – kills IEC-6 intestinal cells in KLF5 counter-screen; inhibition, % at 5 µM; AID 1825; 290,000 compounds, 0.78% hits; IEC-6 cytotoxicity, luminescence viability; in the data active means inhibition above about 22%;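 further: 0% = plate median of test compound wells and 100% = cytotoxic reference compound wells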
aSyn UTR inh – 5' untranslated region of α-synuclein, MLPCN primary screen; 300,000 compounds, 0.82% hits; alpha-synuclein 5'UTR reporter, inhibitor activity; inhibition, % (tested at 7.5 µM); in the data active means inhibition above about 60%;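 further: H4 neuroglioblastoma cells stably carrying SNCA 5'UTR luciferase fusion; 0% = DMSO wells and 100% = positive control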
GSK3A inh – blocks human GSK-3 alpha kinase. 320,000 compounds, 0.1% hits. inhibition, % at 10 µM. ADP-Glo luminescence, 60 min;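 in the data active means inhibition above about 50%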;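 further: GST-tagged GSK-3 alpha with peptide substrate and 25 µM ATP; 0% = DMSO neutral wells and 100% = GW8510 positive control wells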
Target sequence (P49840 whole entry, looked up): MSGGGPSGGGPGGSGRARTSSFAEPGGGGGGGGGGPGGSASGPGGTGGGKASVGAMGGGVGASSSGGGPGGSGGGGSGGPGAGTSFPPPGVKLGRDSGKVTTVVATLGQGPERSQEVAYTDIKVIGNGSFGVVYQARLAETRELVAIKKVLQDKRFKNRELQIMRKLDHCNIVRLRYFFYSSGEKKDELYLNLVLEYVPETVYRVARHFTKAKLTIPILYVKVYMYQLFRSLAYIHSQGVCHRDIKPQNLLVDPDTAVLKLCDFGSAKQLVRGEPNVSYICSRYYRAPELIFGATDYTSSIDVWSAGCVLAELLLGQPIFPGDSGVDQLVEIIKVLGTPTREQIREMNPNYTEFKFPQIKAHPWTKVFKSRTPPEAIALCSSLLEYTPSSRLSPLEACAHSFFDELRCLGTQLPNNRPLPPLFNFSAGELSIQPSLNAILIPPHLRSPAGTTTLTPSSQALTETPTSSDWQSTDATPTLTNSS
HSP90 inh – inhibitors of HSP90 luciferase refolding in rabbit reticulocyte lysate | luciferase refolding luminescence, 3 h | inhibition, % at 5.6 µM | 290,000 compounds, 0.91% hits;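 active means inhibition above the screen-wide mean plus 3 SD, computed separately per campaign, cut at about 16% in these data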;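 further: 0% = DMSO wells and 100% = 60 µM geldanamycin wells; inhibitors lower the luminescence because luciferase stays unfolded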
GSK3beta inhib – inhibitors of human GSK3beta kinase. P49841. GST-GSK3beta kinase, ADP-Glo luminescence, 60 min; active compounds read low. activity score (negative = inhibition), % at 10 µM. 300,000 compounds, 0.038% hits. AID 2097;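 active means more than half of replicate wells score below -50%, meaning over 50% inhibition versus plate controls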;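 further: 0% = median DMSO wells and -100% = median GW8510 positive control wells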
Target sequence (P49841 whole entry, looked up): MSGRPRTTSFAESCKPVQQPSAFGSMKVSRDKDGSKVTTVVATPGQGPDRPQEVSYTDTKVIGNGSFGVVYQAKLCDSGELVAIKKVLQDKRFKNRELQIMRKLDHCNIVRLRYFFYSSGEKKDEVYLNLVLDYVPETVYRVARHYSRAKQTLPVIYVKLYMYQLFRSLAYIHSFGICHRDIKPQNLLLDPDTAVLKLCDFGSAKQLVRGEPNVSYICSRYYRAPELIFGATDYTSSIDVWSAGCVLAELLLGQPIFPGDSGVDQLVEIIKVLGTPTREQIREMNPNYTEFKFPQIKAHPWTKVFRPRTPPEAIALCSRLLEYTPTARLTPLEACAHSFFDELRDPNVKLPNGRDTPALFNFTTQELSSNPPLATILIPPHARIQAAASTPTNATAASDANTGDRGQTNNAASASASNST
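Assay system: GST-fused GSK3beta enzyme, cell-free / Medium: Tris pH 7.5 buffer with MgCl2, DTT, BSA, heparin / Also added: peptide substrate plus 25 µM ATP (final) / Compound: 10 µM single point / Timing: kinase reaction with compound 60 min at room temperature / Detection: ADP-Glo luminescence / Benchmarks: DMSO neutral wells and GW8510 at 20 µM as positive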
HIF act – HIF pathway transcriptional activation; U2OS HRE-luciferase reporter, luminescence; normalized: DMSO 0%, desferrioxamine 100%; activation, % at 7.5 µM (by protocol); 300,000 compounds, 0.32% hits; AID 1910;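 active means mean activation of at least 10% of the iron chelator positive control signal, with at least half of replicates also reaching 10%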
KLF5 inhibitor – suppresses KLF5 promoter-driven expression | DLD-1 KLF5 promoter-luciferase reporter, luminescence | inhibition, % at 5 µM | 290,000 compounds, 0.23% hits;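 active means inhibition above a per-plate limit of that plate's mean compound inhibition plus 3 SD, cut at about 60% in these data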;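 further: 0% = DMSO wells and 100% = LY294002 at 200 µM; higher means less KLF5 promoter-driven luciferase light; inactives centre near -14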
AI-2 QS mod – modulators of Vibrio harveyi AI-2 quorum sensing system. Vibrio harveyi JMH597 AI-2 luminescence/OD600 ratio, 9 h; active compounds read low; strain lacks LuxN and CqsS sensors; 0 = neutral-control median. AID 2094. activity change, % at 7.5 µM. 300,000 compounds, 0.4% hits; in the data active means activity change below about -75%, passing the limit was not always enough;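 further: luminescence divided by OD600 gain over 9 h not by final OD600 alone; inactives centre near 13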
HSF1 inh – HSF1 inhibition. NIH3T3-HGL HSE-luciferase, MG132-induced, luminescence 8 h; active compounds read low. activity change, negative = inhibition, % at 7.5 µM (by protocol). 300,000 compounds, 0.77% hits. AID 2098;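 active means more than half of replicate wells show activity change below -50%, luminescence cut by over half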;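 further: luciferase reports HSF-1 transcriptional activity via heat shock element; 0% = median of DMSO wells and -100% = zero luminescence signal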
Active calls of the source: *; nt = not tested or not shown.

cpd	mol	HSF-1 act	IEC-6 tox	aSyn UTR inh	GSK3A inh	HSP90 inh
1	Cc1ccc(S(=O)(=O)N2CCC(C(=O)N[C@H](C(=O)NCc3ccco3)C(C)C)CC2)cc1	5.3	1.1	-10.2	7.8	2.1
2	Cc1ccc(/C(O)=C2\C(=O)C(=O)N(C)C2c2ccc(F)cc2)cc1 (centres undefined)	1.8	3.5	-2.1	-1.7	-1.0
3	COc1cc2cc(C(=O)N3CCN(Cc4ccc5c(c4)OCO5)CC3)[nH]c2cc1OC	-18.6	7.0	46.9	-0.9	-5.4
4	Nc1nonc1-n1nnc(C(=O)N/N=C/c2c(Cl)cccc2Cl)c1CN1CCOCC1	2.1	-7.4	5.9	9.2	-1.0
5	COC(C/C=C/[C@@H](O)COCc1ccccc1)OC	-5.1	nt	-11.6	4.1	nt
6	COCCCNC(=O)CSc1ccsc1[N+](=O)[O-]	11.5	-6.3	-5.9	1.6	2.3
7	Cn1c(=O)oc2cc(S(=O)(=O)NCCC(=O)Nc3ccc4c(c3)OCCO4)ccc21	-37.3	-5.6	-12.7	0.4	-0.1
8	Cc1ccc(CN2CCNC(=O)C2CC(=O)N(C)C2CCCCC2)o1 (centres undefined)	9.2	3.4	5.5	-4.6	-2.0
9	CC(C)N(NC(=O)c1cccc2ccccc12)C(C)C	-0.6	2.7	-13.5	-1.8	-3.2
10	Cc1cccc(Nc2nnc(SCC(=O)Nc3cccc(S(=O)(=O)N4CCCCC4)c3)s2)c1	58.3*	3.1	-151.6	-1.5	-2.9
11	CCCn1nc(C(=O)NNC(=O)CCCOc2ccc(C)cc2)c2ccccc2c1=O	6.3	-14.3	7.2	-2.0	-1.9
12	NC(=O)c1c(NC(=O)Cc2cccs2)sc2c1CCC2	43.1	-6.4	-41.1	3.1	4.0

cpd	GSK3beta inhib	HIF act	KLF5 inhibitor	AI-2 QS mod	HSF1 inh
1	-2.8	-0.1	-4.4	12.1	-1.0
2	5.4	-0.8	-30.5	2.8	-3.8
3	5.3	0.0	-15.4	23.4	-2.4
4	-7.7	0.1	0.4	5.6	1.5
5	3.0	-2.1	nt	40.6	3.5
6	-0.8	0.5	-19.2	13.6	-6.6
7	0.7	-0.8	-7.2	27.1	-28.6
8	0.5	0.5	-4.7	8.9	-1.3
9	0.1	0.3	-29.1	3.3	-2.7
10	-9.3	1.3	-47.5	8.1	16.2
11	4.8	-0.3	-48.2	9.7	11.7
12	-0.8	0.0	-13.0	7.8	11.1

Going on with the list:
cpd	mol	HSF-1 act	IEC-6 tox	aSyn UTR inh	GSK3A inh	HSP90 inh
13	COc1ccc(NC(=O)CN(C)S(=O)(=O)c2cnc[nH]2)cc1OC	17.3	-3.7	-3.3	0.1	-1.1
14	COc1ccc(OC)c(NC(=O)CCCC(=O)NC2CCCCC2)c1	-2.5	-1.2	13.2	-0.5	-0.2
15	c1ccc(CCc2ccccc2-c2nc(-c3ccccn3)no2)cc1	2.4	-4.5	-11.6	-2.6	-5.9
16	O=C(CSc1nnc(-c2ccc(Cl)s2)o1)N1CCc2ccccc21	-4.4	2.0	-18.7	0.5	1.0
17	CC1=NNC(=O)C1C(c1ccc(F)cc1)C(C#N)C#N (centres undefined)	0.5	11.5	-23.9	4.4	-0.4
18	COc1ccc(CCNC(C)C(=O)Nc2ccc(S(N)(=O)=O)cc2)cc1 (centres undefined)	19.0	1.4	4.2	0.2	2.1
19	O=c1[nH]c2ccc(S(=O)(=O)N3CCN(C4CCCCC4)CC3)cc2[nH]c1=O	-3.7	-5.2	-18.1	-0.2	-1.0
20	COc1ccc(-c2csc(NC(=O)COC(=O)Cc3ccc(Cl)cc3Cl)n2)cc1	35.5	-1.1	-99.4	nt	-5.8
21	Cc1ccc(C(=O)Nc2c[nH]c(=O)[nH]c2=O)cc1	10.2	2.9	-1.0	-1.6	1.3
22	CC(NC(=O)c1ccccc1NC(=O)c1ccco1)C(=O)O (centres undefined)	-12.4	4.3	4.0	-2.0	0.9
23	COc1ccc(CNC(=O)CCCn2ccc3cc(S(=O)(=O)N4CCCC4)ccc32)cc1	-2.6	13.4	-22.5	-5.4	-6.7
24	COc1ccccc1CNc1ncccn1	-3.2	-4.2	0.5	nt	0.6

cpd	GSK3beta inhib	HIF act	KLF5 inhibitor	AI-2 QS mod	HSF1 inh
13	2.9	-0.9	-10.6	20.1	-1.7
14	0.2	-1.0	-27.7	28.3	5.4
15	0.3	0.8	-27.4	32.0	6.2
16	-3.4	0.1	-16.1	0.5	-4.9
17	1.3	-0.1	-8.0	16.2	4.8
18	0.9	-0.4	-13.3	9.8	1.2
19	-2.1	-0.2	-21.2	24.4	-3.0
20	-0.8	2.2	-22.9	31.8	24.5
21	-2.1	-25.1	-24.2	10.0	-1.1
22	1.9	2.2	-2.3	37.3	0.7
23	-0.7	0.8	9.7	26.8	2.1
24	0.7	-1.8	-31.5	6.5	3.4

New compounds follow
cpd	mol	HSF-1 act	IEC-6 tox	aSyn UTR inh	GSK3A inh	HSP90 inh
25	CCOC(=O)C1(C)C=C(Nc2ccc(OC)cc2)C(=O)N1c1ccc(OC)cc1 (centres undefined)	-0.3	-9.4	9.9	1.9	1.9
26	COCCN(C(=O)CNC(=O)c1cccs1)C(C(=O)NC1CCCCC1)c1ccco1 (centres undefined)	nt	-1.0	nt	-2.5	4.0
27	Fc1ccc(NC(=S)N2CCOCC2)c(F)c1	11.6	-1.3	12.4	-2.7	-0.8
28	Cc1ccc(CCNC(=O)CN(C)S(=O)(=O)c2ccc3c(c2)n(C)c(=O)c(=O)n3C)cc1	6.3	0.0	-13.9	-2.3	0.6
29	CN(CC(=O)NNC(=O)CNC(=O)c1cccs1)S(=O)(=O)c1ccc(Cl)cc1	2.1	nt	-14.8	-1.6	nt
30	O=C(/C=C/c1ccc(Cl)cc1)NC(=S)Nc1ccc(C(=O)O)cc1	14.0	-8.1	2.2	-0.7	5.1
31	CCCNC(=O)c1ccc2c(=O)c(O)c(-c3ccsc3)[nH]c2c1	-5.3	nt	86.7*	-1.4	nt
32	Cc1ccc2c(c1)N(CCC(=O)NC1CCCCC1)C(=O)CO2	31.7	3.2	3.7	-1.9	-4.1
33	COc1ccc(Nc2cc(C(=O)NC3CCCC3)c3ccccc3n2)c(OC)c1	2.0	6.4	-28.0	2.4	0.5
34	CN(C)c1ccc(C(=O)c2ccccc2)cc1	27.7	4.6	-119.0	-1.2	-4.0
35	Cc1ccc(-c2csc3nnc(SCc4csc(C)n4)n23)cc1	6.2	0.9	28.1	2.6	0.5
36	CCOCCCn1c(NN)nc2ccccc2c1=O	8.9	-5.0	-12.3	-0.5	6.0

cpd	GSK3beta inhib	HIF act	KLF5 inhibitor	AI-2 QS mod	HSF1 inh
25	-1.1	-0.2	2.6	-0.8	-4.7
26	nt	nt	-13.4	nt	nt
27	-1.8	0.0	-10.8	17.8	9.1
28	3.5	0.1	-22.9	25.2	-2.1
29	0.2	-0.2	nt	3.6	-5.9
30	-4.2	1.4	-17.5	27.5	4.8
31	1.0	3.9	nt	-5.0	0.4
32	-1.6	-0.2	11.2	19.1	-1.0
33	4.8	0.8	-15.0	13.1	7.4
34	-1.5	1.9	-108.7	7.6	23.7
35	1.1	-0.5	-14.4	27.3	4.2
36	0.5	-0.8	-24.6	13.6	-3.8

2 entries drawn at random from the list so far:
cpd	mol	HSF-1 act	IEC-6 tox	aSyn UTR inh	GSK3A inh	HSP90 inh
10	Cc1cccc(Nc2nnc(SCC(=O)Nc3cccc(S(=O)(=O)N4CCCCC4)c3)s2)c1	58.3*	3.1	-151.6	-1.5	-2.9
9	CC(C)N(NC(=O)c1cccc2ccccc12)C(C)C	-0.6	2.7	-13.5	-1.8	-3.2

cpd	GSK3beta inhib	HIF act	KLF5 inhibitor	AI-2 QS mod	HSF1 inh
10	-9.3	1.3	-47.5	8.1	16.2
9	0.1	0.3	-29.1	3.3	-2.7

Values by screen from the entries so far:
Nos. 13 to 21 in HSP90 inh, in turn: -1.1, -0.2, -5.9, 1.0, -0.4, 2.1, -1.0, -5.8, 1.3
Nos. 13 to 21 in HSF1 inh, in turn: -1.7, 5.4, 6.2, -4.9, 4.8, 1.2, -3.0, 24.5, -1.1
Nos. 13 to 21 in KLF5 inhibitor, in turn: -10.6, -27.7, -27.4, -16.1, -8.0, -13.3, -21.2, -22.9, -24.2

With a hit mark in aSyn UTR inh (from the list above):
entry | SMILES | HSF-1 act | aSyn UTR inh | GSK3A inh | HSP90 inh | GSK3beta inhib | KLF5 inhibitor | AI-2 QS mod | HSF1 inh
31 | CCCNC(=O)c1ccc2c(=O)c(O)c(-c3ccsc3)[nH]c2c1 | -5.3 | 86.7* | -1.4 | nt | 1.0 | nt | -5.0 | 0.4

The listing continues:
cpd	mol	HSF-1 act	IEC-6 tox	aSyn UTR inh	GSK3A inh	HSP90 inh
37	CC(C)c1ccc(NC(=O)c2ccccc2NC(=O)C2CC=CCC2C(=O)O)cc1 (centres undefined)	nt	-2.9	nt	nt	-7.4
38	CC(C)CC1NC(=O)N(CC(=O)N2CCCc3ccccc32)C1=O (centres undefined)	-3.6	0.2	-17.9	-0.9	-2.7
39	Cc1c(C)n2c(SCC(=O)NC3CCCCC3)nnc2[nH]c1=O	-4.8	nt	1.3	-1.6	nt
40	Cc1ccccc1-c1nn(-c2ccc(F)cc2F)cc1CNCC(C)O (centres undefined)	-27.3	1.9	-3.1	1.3	-0.7
41	CCOC(=O)N1CCN(S(=O)(=O)c2ccc(OCC(=O)OC)c(Cl)c2)CC1	9.5	2.3	-1.8	0.4	1.3
42	CC(C)c1ncc(S(=O)(=O)c2ccc(C(F)(F)F)cn2)c(N)n1	18.5	-1.5	-28.5	-1.8	3.9
43	O=C(Nc1nc2ccsc2c(=O)s1)c1ccc(Cl)cc1	37.6	-0.2	-39.3	-0.9	-3.5
44	OCC1(Cc2ccccc2Cl)CCN(C/C=C/c2ccccc2)CC1	11.9	1.8	5.4	-1.9	-2.4
45	Cn1c(N)c(C(=O)CCl)c(=O)n(C)c1=O	-12.5	3.6	-0.4	0.6	1.2
46	O=C(NCc1ccccc1)C1CC(=O)N(C2CCCCCC2)C1 (centres undefined)	-13.3	-0.8	-9.6	0.4	2.9
47	CC(C)Oc1ccc(C(=O)NCCCNC(=O)c2ccccn2)cc1	-8.3	6.2	-11.8	-2.6	6.5
48	CCOC(=O)NNC(=O)CCn1c2c(c3ccccc31)CCCC2	-17.0	-2.1	-16.0	-1.2	-1.3

cpd	GSK3beta inhib	HIF act	KLF5 inhibitor	AI-2 QS mod	HSF1 inh
37	1.1	nt	-89.8	29.4	nt
38	2.6	-0.1	-4.8	40.9	-0.9
39	-2.1	-0.1	nt	25.4	-5.7
40	1.0	0.0	7.3	6.6	-10.0
41	1.5	-1.6	8.0	2.2	10.2
42	1.8	0.2	-9.6	-4.9	-3.4
43	0.2	0.8	-47.5	24.4	21.2
44	3.6	-0.1	3.7	4.6	-1.5
45	4.1	-0.3	-25.4	13.5	7.5
46	1.7	-0.1	-3.1	15.6	-2.0
47	-0.8	-0.1	5.5	22.7	2.5
48	-0.6	1.7	-8.6	14.3	-12.5
